PG9 binder = binds the HIV-1 gp120 antibody PG9; TR-FRET gp120-PG9 antibody binding; inhibition, % at 6.7 µM; actives 0.43% (n = 360,000); AID 624416; in the data active = inhibition above about 8.5%
hgDAF-12 ag = activates the H. glycines DAF-12 receptor ligand-binding domain. AID 687014. HEK293 GAL4-hgDAF12 UAS-luciferase reporter, agonist luminescence; normalized to butyrate control. actives 1.8% (n = 370,000). activation, % at 6.8 µM;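 active = activation above a cutoff set at the mean of all screened compounds plus 3 SD, cut at about 10% in these data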;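 also: 0% = DMSO wells and 100% = sodium butyrate wells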
hcDAF12 agonist = H. contortus DAF-12 activation, primary screen. HEK293 hcDAF-12 lit1-tk-luc reporter, luminescence; 0% DMSO, 100% Δ7-dafachronic acid. activation, % at 6.8 µM. actives 1.4% (n = 370,000);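 active = activation above the mean of all tested compounds plus 3 SD, cut at about 5.5% in these data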;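 also: 100% = response to 3 µM Δ7-dafachronic acid high control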
ssDAF-12 act = S. stercoralis DAF-12 activation, primary screen | HEK293 ssDAF-12/GRIP1 lit1-tk-luc reporter, luminescence; % of 3 µM dafachronic acid response | activation, % at 6.8 µM | actives 1% (n = 370,000) | AID 652126;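 active = activation above the mean over all tested compounds plus 3 SD, cut at about 0.9% in these data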;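 also: 0% = DMSO-only wells and 100% = 3 µM delta7-dafachronic acid wells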
DAX1 inh-1 = blocks DAX1 repression of SF-1 activated StAR promoter | HEK293T StAR-luciferase reporter, SF-1/DAX-1 repression relief | inhibition, % at 6.8 µM | actives 1.1% (n = 370,000) | AID 652010;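 active = inhibition above the mean over all tested compounds plus 3 SD, cut at about 3.6% in these data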;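 also: 0% = DAX-1 cells with DMSO and 100% = cells lacking DAX-1 with DMSO; higher inhibition means more luminescence from relief of DAX-1 repression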
GAA850 FXN act = increases GAA850 frataxin promoter reporter activity. activation, % at 6 µM. AID 540364. actives 0.56% (n = 360,000). HEK293 lucGAA850 FXN promoter luciferase reporter, 24 h; percent of 10 µM SAHA response;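 active = activation above the average of all compounds screened plus 3 SD, cutoff fixed separately per campaign, cut at about 7.5% in these data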;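 also: 0% = DMSO wells and 100% = 10 µM SAHA wells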
DAX1 inh-2 = NR0B1 (DAX1) inhibition; P51843; AID 504766; inhibition, % at 6.75 µM; actives 0.99% (n = 340,000); HEK293 Gal4-DAX1 luciferase reporter, luminescence;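 active = inhibition above the mean over all tested compounds plus 3 SD, cut at about 4.2% in these data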;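 also: 0% = DAX1-transfected cells with DMSO and 100% = empty-vector control cells with DMSO; inhibition shows as a rise in luminescence from relieved DAX1 repression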
Target sequence (P51843 207-470 limits assumed): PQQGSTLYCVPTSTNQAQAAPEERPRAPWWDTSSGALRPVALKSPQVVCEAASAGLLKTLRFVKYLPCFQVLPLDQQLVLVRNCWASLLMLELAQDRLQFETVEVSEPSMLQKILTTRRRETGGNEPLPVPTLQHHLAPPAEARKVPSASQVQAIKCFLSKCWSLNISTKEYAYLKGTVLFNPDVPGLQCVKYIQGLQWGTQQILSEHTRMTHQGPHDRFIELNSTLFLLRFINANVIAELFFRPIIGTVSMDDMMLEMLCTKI
PLCb3 inh = PLC-beta3 (human) inhibition, primary screen | Purified PLC-beta3, fluorogenic substrate, fluorescence | AID 720704 | actives 0.18% (n = 370,000) | Q01970 | inhibition, % at 12.2 µM; in the data active = inhibition above about 11%;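 also: 0% = median of compound wells on plate and 100% = full blocker control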
Rev-erbA mod = modulators of human Rev-erb alpha DNA binding. activity, % at 10 µM. actives 0.79% (n = 370,000). AID 1259318. Rev-erbα–FITC-DNA binding, fluorescence polarization, 90 min. P20393;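 active = activity above about 14%, limit read from the data; passing the limit was not always enough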;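 also: 0% = DMSO wells with 35 nM protein and 100% = DMSO wells with 750 nM protein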
Target sequence (P20393 whole entry, looked up): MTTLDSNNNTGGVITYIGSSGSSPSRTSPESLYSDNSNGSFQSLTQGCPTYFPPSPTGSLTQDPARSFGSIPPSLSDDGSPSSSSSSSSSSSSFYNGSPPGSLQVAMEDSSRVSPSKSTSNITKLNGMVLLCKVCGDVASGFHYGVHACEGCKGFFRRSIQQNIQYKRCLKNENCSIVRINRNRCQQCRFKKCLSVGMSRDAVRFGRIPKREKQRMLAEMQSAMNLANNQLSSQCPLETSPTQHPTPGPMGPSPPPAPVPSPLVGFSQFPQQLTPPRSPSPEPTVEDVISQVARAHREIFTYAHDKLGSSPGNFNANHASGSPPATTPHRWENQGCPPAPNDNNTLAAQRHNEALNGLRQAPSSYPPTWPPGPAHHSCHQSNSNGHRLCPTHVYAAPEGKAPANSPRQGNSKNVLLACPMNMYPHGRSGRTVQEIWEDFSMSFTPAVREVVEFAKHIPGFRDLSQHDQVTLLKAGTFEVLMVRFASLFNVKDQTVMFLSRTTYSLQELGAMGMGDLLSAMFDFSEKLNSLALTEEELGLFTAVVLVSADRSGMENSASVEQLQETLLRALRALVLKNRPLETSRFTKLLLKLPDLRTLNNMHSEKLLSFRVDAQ
HGIII-sPLA2 inh = Inhibits HGIII-sPLA2 liposome hydrolysis, primary screen; Q9NZ20; QFRET BODIPY PC-A2 liposome hydrolysis, fluorescence; inhibition, % at 12.2 µM; actives 0.56% (n = 370,000); AID 743126;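 active = inhibition above mean plus 3 SD of compounds lying within the high and low control bounds, cut at about 19% in these data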;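 also: 0% = median of test compound wells and 100% = no enzyme DMSO wells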
SMARCA2 act = activators of SMARCA2 function | actives 1% (n = 370,000) | activation, % at 9.1 µM | MG213 cells, MMTV-luciferase reporter, dexamethasone, overnight; in the data active = activation above about 7.8%;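 also: 0% = vehicle wells and 100% = reference activator wells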
Starred values were filed as active, the others as inactive; x = no result given.

SMILES	PG9 binder	hgDAF-12 ag	hcDAF12 agonist	ssDAF-12 act	DAX1 inh-1	GAA850 FXN act	DAX1 inh-2	PLCb3 inh	Rev-erbA mod	HGIII-sPLA2 inh	SMARCA2 act
O=C(NCCc1nc2ccccc2[nH]1)c1ccco1	0.2	-0.3	0.2	-1.7	0.0	1.0	0.9	2	-4	-3	4
Cc1c(C(=O)NCCSCc2ccccc2Cl)cccc1[N+](=O)[O-]	-0.5	-0.6	-2.1	-2.0	1.1	2.5	-0.9	1	0	-12	0
CCOc1ccc(C2C(C(=O)c3ccc(C)o3)=C(O)C(=O)N2CCN2CCOCC2)cc1OC (configuration not stated)	-1.6	2.0	-0.9	0.3	0.4	0.2	0.3	-12	-4	-4	-3
CC1(C(=O)NS(=O)(=O)c2cccc(Cl)c2)CCN1C(=O)CCc1ccc(Cl)cc1Cl (configuration not stated)	0.6	-3.2	-0.3	-0.3	-0.4	-0.9	x	-8	3	-14	-5
O=C1CCCN2N=C(SCC(=O)Nc3cccc(Cl)c3)SC2=N1	-1.4	-2.0	-4.0	-2.0	-0.6	-2.7	-1.1	0	1	-5	-4
CCC(=O)NCC(c1cccs1)N1CCOCC1 (configuration not stated)	-1.6	-1.8	1.5	-1.2	-0.7	2.3	-0.4	3	4	-4	2
COc1ccc(OC)c(S(=O)(=O)N2CCC(C(=O)NCCc3ccc(OC)c(OC)c3)CC2)c1	-0.6	0.5	-1.8	-1.4	-0.7	2.0	0.5	0	7	-3	1
CN(Cc1cccs1)C(=O)C1CC(=O)N(Cc2ccccc2)C1 (configuration not stated)	-0.4	-0.6	-1.2	-1.1	0.1	0.6	1.7	-1	7	13	-1
O=C(NCC1CCCO1)C1CCCN(S(=O)(=O)c2cc(Cl)ccc2Cl)C1 (configuration not stated)	-1.8	-1.4	-0.3	-1.2	-2.2	0.1	1.4	-3	-3	-1	0
C[C@H](CO)N1C[C@H](C)[C@@H](CN(C)S(=O)(=O)c2cn(C)cn2)Oc2ccc(NC(=O)C3CC3)cc2C1=O	0.1	2.1	0.4	-1.0	-0.1	0.1	-0.6	1	-4	2	0
CC(=O)c1cc(-c2cc3ccccc3o2)c(=O)n2c1CCC2	x	-0.7	1.6	-1.5	0.0	x	x	-46	17	0	0
NS(=O)(=O)c1ccc(NC(=O)Nc2ccccc2)cc1	0.1	0.2	-1.7	-1.4	-0.4	0.7	0.1	-3	4	-4	1
COCCCNC(=O)C1CC(=O)N(CCc2ccc(OC)c(OC)c2)C1 (configuration not stated)	0.3	1.7	-0.6	-0.9	-0.4	1.0	0.9	3	3	13	0
O=C(CN1CCc2ccccc2C1)N1CCN(S(=O)(=O)c2ccccc2)CC1	-0.5	-1.0	0.8	-1.1	-0.7	-0.9	-1.2	3	0	-4	1
Cc1csc(NC(=O)NC2(C(F)(F)F)Oc3ccccc3O2)n1	-1.3	4.3	1.1	0.2	0.1	5.5	-0.8	2	-2	-1	-2
COc1ccc(C(O)c2nc(-c3cc(F)cc(Cl)c3)cs2)cc1 (configuration not stated)	-0.1	-3.3	-1.6	-1.0	0.0	-0.2	x	-5	-1	-12	-3
COc1cc(C)c2c(c1OC)C(=O)CC2	1.1	2.3	-0.3	-1.1	-1.7	1.6	-0.1	-199	-1	3	5
O=C(Cn1nnc(-c2ccccc2-n2cnnn2)n1)N1CCCCC1	1.1	0.3	-1.1	-0.8	0.6	-2.6	1.6	4	5	-1	0
CC(C)(C)c1ccc(S(=O)(=O)N2CCc3nc4ccccc4c(C(=O)O)c3C2)cc1	1.2	-0.6	-0.8	-1.3	-0.3	-0.8	-0.5	-11	-4	4	-1
COc1cccc(-n2c(N)cc(=O)nc2SCC(=O)Nc2cc(C)on2)c1	2.2	-2.7	-0.8	0.0	0.6	-0.6	1.1	-8	-3	-1	-2
CC(C)C[C@H](NC(=O)c1nc[nH]c1C(=O)NCCCCCN)C(=O)OCc1ccccc1	0.2	-1.0	0.5	-1.2	-0.1	-1.6	1.1	0	-6	6	1
O=C(CN1CCN(S(=O)(=O)c2ccc(Cl)c(C(F)(F)F)c2)CC1)NC(=O)NC1CCCCC1	-1.1	-0.7	2.2	-0.9	1.1	-1.6	0.2	-3	-5	-3	-1
Cc1cc(NS(=O)(=O)c2ccc(NC(=O)COc3ccccc3C(C)C)cc2)no1	0.3	-1.8	-0.5	-1.4	1.6	2.0	-0.6	-2	0	-27	-1
CCOc1cc(S(=O)(=O)N2CCN(S(=O)(=O)CC)CC2)c(OCC)cc1-n1cnnn1	-1.0	1.1	-1.7	-1.3	0.2	0.8	-0.4	-14	-4	0	-2
COc1ccc(N2C(=O)C(Cc3ccccc3)NC2=S)cc1 (configuration not stated)	-0.9	-1.2	0.5	-0.7	1.1	2.3	2.9	2	-1	-42	1
Cc1ccc(OCc2cc(C(=O)NCc3cn4ccccc4n3)no2)cc1C	-2.0	1.6	-1.9	-0.7	-0.4	1.5	-0.7	-15	0	-9	2
NC(=O)[C@H]1CC2(CC(c3cccc(NC(=O)[C@H]4CCC(=O)N4)c3)=NO2)CN1C(=O)c1ccccc1 (some centres not stated)	-2.0	-1.0	0.5	-1.5	-0.2	-1.0	0.4	-4	-2	10	1
COc1ccc(NC(=O)c2ccc(-n3cnnn3)cc2)c([N+](=O)[O-])c1	-0.9	-1.7	-2.3	-1.0	0.1	-0.7	-0.5	-5	5	0	2
O=C(c1cc([N+](=O)[O-])ccc1N1CCOCC1)N1CCOCC1	0.2	-0.2	0.3	-0.7	0.2	-1.5	1.7	0	-1	2	1
Cc1cc2cc(CN(CCN(C)C)C(=S)NCc3ccco3)c(=O)[nH]c2cc1C	0.5	-0.5	-1.2	-0.8	1.1	0.0	-0.1	-26	-6	-5	-1

One compound at a time (already shown).
Profile of `CC(C)C[C@H](NC(=O)c1nc[nH]c1C(=O)NCCCCCN)C(=O)OCc1ccccc1` : PG9 binder = 0.2; hgDAF-12 ag = -1.0; hcDAF12 agonist = 0.5; ssDAF-12 act = -1.2; DAX1 inh-1 = -0.1; GAA850 FXN act = -1.6; DAX1 inh-2 = 1.1; PLCb3 inh = 0; Rev-erbA mod = -6; HGIII-sPLA2 inh = 6; SMARCA2 act = 1
Profile of `C[C@H](CO)N1C[C@H](C)[C@@H](CN(C)S(=O)(=O)c2cn(C)cn2)Oc2ccc(NC(=O)C3CC3)cc2C1=O` : PG9 binder = 0.1; hgDAF-12 ag = 2.1; hcDAF12 agonist = 0.4; ssDAF-12 act = -1.0; DAX1 inh-1 = -0.1; GAA850 FXN act = 0.1; DAX1 inh-2 = -0.6; PLCb3 inh = 1; Rev-erbA mod = -4; HGIII-sPLA2 inh = 2; SMARCA2 act = 0

New compounds follow:
SMILES	PG9 binder	hgDAF-12 ag	hcDAF12 agonist	ssDAF-12 act	DAX1 inh-1	GAA850 FXN act	DAX1 inh-2	PLCb3 inh	Rev-erbA mod	HGIII-sPLA2 inh	SMARCA2 act
CCC(=NCCc1ccc(OC)c(OC)c1)c1ccccc1O	-1.6	1.6	-0.5	-0.4	-0.9	1.8	6.1*	-5	6	3	-2
C[C@H](NC(=O)c1nc[nH]c1C(=O)N[C@@H](C)C(=O)OCc1ccccc1)C(=O)OCc1ccccc1	0.6	-1.4	-0.9	-0.4	-0.1	1.3	0.8	0	-1	-14	1
CCOC(=O)C(=CNc1nc2ccc(C(=O)OCC)cc2s1)C(=O)OCC	1.3	-1.5	0.7	-1.8	0.1	0.6	x	-14	35*	-4	-2
CS(=O)c1ccccc1O (configuration not stated)	0.4	0.0	0.5	-1.4	0.9	2.8	0.1	0	2	3	2
O=C(CCC(=O)N(CC(=O)NC1CCCCC1)Cc1ccccc1)Nc1nccs1	0.6	3.5	-1.1	-1.5	0.0	0.9	-0.1	-5	-3	0	-2
COc1cccc(OC)c1C(=O)OCC(=O)NCCNC(=O)COC(=O)c1c(OC)cccc1OC	-2.5	-0.6	1.3	-1.1	0.7	0.5	-0.6	2	0	-4	-2
O=c1cc(COc2ccccc2[N+](=O)[O-])nc2sccn12	0.7	1.2	5.4	-0.3	0.1	x	x	-10	-2	1	0
CCc1nnc(NC(=O)C2CCCN(S(=O)(=O)c3ccc(OC)cc3)C2)s1 (configuration not stated)	-0.9	-4.1	-2.1	-0.6	0.2	2.1	-0.7	6	-3	-8	-1
CC1(C(=O)NS(=O)(=O)c2cccc(Cl)c2)CCN1C(=O)Cc1ccsc1 (configuration not stated)	1.1	-0.3	0.6	-1.1	1.9	1.1	x	2	3	-2	-4
Cc1ccsc1C(=O)OCC(=O)N1CC(=O)Nc2ccccc21	0.0	0.7	-0.9	-1.2	-0.6	-1.1	2.2	-3	3	-1	-3
O=C1c2ccccc2C(=O)N1CCOc1ccccc1Br	-1.0	6.0	0.8	0.8	4.8*	4.6	1.5	-7	3	-4	4
O=C(c1cn(-c2ccc(Cl)c(Cl)c2)nn1)C1CC1	1.0	4.5	1.5	-1.1	0.7	2.0	0.9	-7	7	0	4
CCCn1c(N2CCN(C(=O)/C=C/C(=O)O)CC2)nc2ccccc21	-0.4	1.5	-1.1	-0.2	0.3	2.4	-0.7	-5	5	-1	-2
COc1cc(OC)cc(OCC(O)Cn2ccnc2)c1 (configuration not stated)	-0.7	-3.6	-1.2	-0.9	0.1	-1.3	-0.6	3	1	3	-1
CCOC(=O)c1c(CSCc2ccccc2)oc2ccc(O)c(CN(C)C)c12	-1.2	-4.7	-0.5	-1.6	-0.9	1.0	-2.1	-13	4	-41	-7
O=c1ccc(Oc2nc(N3CCOCC3)nc(N3CCOCC3)n2)nn1-c1ccccc1	-1.1	1.0	-0.7	-0.7	0.3	2.8	0.0	6	-4	4	-3
O=S(=O)(c1ccccc1)c1nc(-c2ccco2)oc1NCc1cccnc1	-1.3	1.7	-0.7	-1.4	0.0	-0.2	-1.0	-19	1	-1	-1
COc1ccc(C[C@H]2CN3C(=NC[C@H]3C)N2CCNC(=O)CCC2CCCCC2)cc1	1.6	0.5	-0.3	-1.3	-0.1	-1.4	0.8	-20	-1	14	0
COC(=O)c1ccc(NCCc2csc(-c3ccc(C)cc3)n2)c([N+](=O)[O-])c1	-2.5	1.5	1.5	-0.9	0.7	0.4	-0.6	0	2	-5	-1
CC(C)C(NC(=O)Nc1ccccc1)C(=O)Nc1cccc(S(=O)(=O)N(C)C)c1 (configuration not stated)	-0.8	0.0	-1.9	-0.7	-0.1	-1.4	-0.9	-8	3	-12	-2
Cc1ccccc1S(=O)(=O)NC(=O)C1(C)CCN1C(=O)CCc1ccccc1 (configuration not stated)	2.3	0.5	-1.0	-1.3	-1.1	1.3	x	-4	-3	9	-7
Cc1ccccc1-n1c(C)n[nH]c1=S	-1.9	-1.5	-0.9	-1.1	0.3	-0.6	-1.2	2	-5	1	-1
CCCCc1nn(-c2cc(Cl)ccc2OC)c2c1C(=O)CCC2	1.2	-2.9	-2.1	-1.6	0.1	1.1	0.7	0	-4	-2	-3
COc1cccc(-n2c(Cc3cc(=O)[nH]c(=O)[nH]3)nnc2SCC(=O)N2CCCCC2)c1	-0.9	-0.8	8.3*	0.5	-0.7	-0.1	1.2	6	5	-6	1
Cc1ccc(-n2c(SCC(N)=O)nnc2-c2cccnc2)c(C)c1	-0.8	0.9	-1.4	-1.0	-0.2	0.0	-1.6	3	-1	1	-2

Screening results from PubChem BioAssay.
